# High-throughput results: PubChem, National Center for Advancing Translational Sciences (NCATS)
# RXFP1 ag – agonists of human relaxin receptor RXFP1; HEK293T-RXFP1 cAMP TR-FRET, 30 min; response scale: percent of porcine relaxin response, buffer zero; Potency, µM (highest dose often 57.5 µM), for the others: at the highest dose activation, actives largely listed as activators; actives 0.3% (n = 370,000); AID 2676; note: potency is the fitted concentration of half-maximal effect; % is set by controls: 0 for no effect and ±100 for the full control effect; nearly all actives have a fitted effect of over 60% in size; many of its hits are not listed in these tables
#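 cAMP rise read by TR-FRET after 30 min, 37C compound exposure (up to 58 uM) in RXFP1-transfected HEK293 cells with Ro 20174 present. EC50 from Hill-equation fits, with 29 nM porcine relaxin as 100% and buffer as basal.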
# D1 antagonist – human D1 dopamine receptor antagonism. P21728. HEK293 TREx D1 cells, calcium flux, dopamine EC80; stronger effect = lower value. activity change, negative = inhibition, % at 10 µM. actives 3.2% (n = 360,000); in the data active = activity change below about -30%; note: % is set by controls: 0 for no effect and ±100 for the full control effect
#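 After overnight tetracycline induction at 30 C, force-coupled D1 HEK293 cells took up a no-wash calcium dye at room temperature. Compounds were added and monitored 180 s, and the response to EC80 dopamine was then recorded.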
# Vif-A3F inh – inhibitors of Vif-A3F interaction; HeLa A3F-eYFP + Vif (tagged APOBEC3F with the HIV-1 protein that degrades it), YFP fluorescence increase; Potency, µM (series often up to 46.1 µM), without a hit: top-dose activity, negative = active; actives 0.2% (n = 390,000); AID 602313; note: potency is the fitted concentration of half-maximal effect; % of control where 0% means no effect; nearly all actives have a fitted effect of over 65% in size
#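 HeLa cells stably expressing Vif plus C-terminally eYFP-tagged A3F were seeded, incubated overnight at 37 deg C, dosed with compound, incubated overnight again at 37 deg C. Yellow fluorescence (Ex 488/Em 500-530) reported blocked Vif-mediated A3F-eYFP degradation.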
# Vif-APOBEC3G blk – inhibitors of Vif-APOBEC3G interaction; Q9HC16; actives 0.076% (n = 410,000); Potency, µM (doses to about 46.1 µM), for inactives: top-dose activity, negative = active, hits mostly inhibitors; HeLa A3G-eYFP + Vif (tagged APOBEC3G with the HIV-1 protein that degrades it), YFP fluorescence, overnight;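 note: potency is the fitted concentration of half-maximal effect; % is set by controls: 0 for no effect and ±100 for the full control effect; nearly all actives have a fitted effect of over 60% in size; hits raise eYFP signal because A3G escapes Vif-driven loss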
# Target sequence (Q9HC16 whole entry, looked up): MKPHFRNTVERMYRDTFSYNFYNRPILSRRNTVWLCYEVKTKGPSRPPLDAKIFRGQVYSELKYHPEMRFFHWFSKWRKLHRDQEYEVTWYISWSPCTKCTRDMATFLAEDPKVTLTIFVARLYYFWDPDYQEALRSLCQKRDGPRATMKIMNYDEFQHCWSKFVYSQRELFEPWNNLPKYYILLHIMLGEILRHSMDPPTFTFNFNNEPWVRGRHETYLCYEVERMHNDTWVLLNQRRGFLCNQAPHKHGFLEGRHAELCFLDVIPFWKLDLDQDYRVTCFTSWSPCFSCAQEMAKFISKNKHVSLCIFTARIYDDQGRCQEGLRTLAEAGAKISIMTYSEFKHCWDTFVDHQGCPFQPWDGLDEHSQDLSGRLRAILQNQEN
#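 HeLa cells stably expressing Vif and C-terminally eYFP-tagged A3G, seeded overnight at 37 deg C, then exposed to compound by pintool overnight at 37 deg C. Rise in yellow fluorescence (Ex 488/Em 500-530, Acumen) marks blocked Vif-driven A3G degradation.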
# D1 potentiator – potentiators of human D1 dopamine receptor | P21728 | HEK293 TREx D1 cells, calcium flux, dopamine EC20 potentiation | potentiation, % at 10 µM | actives 0.036% (n = 360,000); in the data active = potentiation above about 30%; note: 0% is about no effect
# Glioma ERSR ind – induces the endoplasmic reticulum stress response in human glioma cells | AID 602332 | Potency, µM, for inactives: at the top dose activation, most hits filed as activators | U87-MG GRP78 promoter luciferase reporter, 16 h | actives 0.02% (n = 420,000); note: potency is the fitted concentration of half-maximal effect; series mostly up to about 76 µM; % of control where 0% means no effect; nearly all actives have a fitted effect of over 35% in size
#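 Stably transfected U87-MG glioma cells carrying a GRP78-based luciferase sensor; 16 h compound incubation. Luminescence end-point read 10 min after Bright-Glo addition at room temperature.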
# D1 ag – activates the human D1 dopamine receptor; AID 504660; actives 1% (n = 360,000); P21728; HEK293 T-REx D1 cells, calcium flux, agonist mode; activation, % at 2 µM; in the data active = activation above about 30%; note: 0% is about no effect
#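 Inducible HEK293 T-REx D1 cells, force-coupled to calcium signalling, were plated at 4000 cells/well with tetracycline and held overnight at 30 C. After no-wash calcium dye loading, compound-evoked calcium rise over 180 s flagged agonists.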
# D2 potentiator – positively modulates the human D2 dopamine receptor allosterically. HEK293 T-REx D2, calcium flux, EC20 dopamine potentiation. potentiation, % at 10 µM. actives 0.34% (n = 340,000). AID 485347;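 active = potentiation over 3 SD above the plate norm, cut at about 30% in these data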; note: 0% is about no effect
# Target sequence (P14416 whole entry, looked up): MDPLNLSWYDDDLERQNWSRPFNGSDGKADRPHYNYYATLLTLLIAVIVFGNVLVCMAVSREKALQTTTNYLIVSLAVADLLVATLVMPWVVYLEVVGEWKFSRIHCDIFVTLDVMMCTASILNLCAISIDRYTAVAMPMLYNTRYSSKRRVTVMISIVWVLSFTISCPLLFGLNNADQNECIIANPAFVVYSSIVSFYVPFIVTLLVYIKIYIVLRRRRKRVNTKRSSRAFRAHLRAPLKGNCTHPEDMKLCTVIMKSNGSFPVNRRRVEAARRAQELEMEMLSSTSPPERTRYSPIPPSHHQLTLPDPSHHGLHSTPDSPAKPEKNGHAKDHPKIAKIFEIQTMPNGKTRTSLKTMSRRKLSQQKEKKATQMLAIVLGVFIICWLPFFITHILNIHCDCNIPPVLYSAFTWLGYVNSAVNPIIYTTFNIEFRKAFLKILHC
#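 Tetracycline-induced Hek293 Trex D2 cells, force-coupled to calcium, loaded with no-wash calcium dye. Compound added with 180 s kinetic read for agonism, then EC20 dopamine and a further 180 s read for potentiation.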
# LDHA block – blocks human lactate dehydrogenase A; purified LDHA, NADH/diaphorase-resazurin fluorescence; stronger effect = lower value; activity change, % (values are at about 110 or 230 µM); actives 0.15% (n = 480,000); AID 1347041; in the data active = activity change below about -30%; inconclusive = mostly about -25% to -30%;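 note: plate controls were DMSO wells for no effect and wells without enzyme for full effect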
#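 Enzyme activity of human lactate dehydrogenase 5 (2 nM; 0.06 mM NADH, 0.2 mM pyruvate, 5 min, RT) is measured via a resazurin/diaphorase fluorescence readout of residual NADH.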
# * hit, by the source's call; ? = inconclusive; / = not tested or not shown; & = joins results of further samples. Unless noted, calls come from the whole dose curve; as a rule, active = well fitted curve in the direction sought with a large enough effect; inconclusive = small, poorly fitted or top-dose-only effect, or another doubt; inactive = no such curve, though single readings can be large; an effect the other way counts as inactive or inconclusive. An excerpt. The share of hits here may be higher or lower than overall.
SMILES	RXFP1 ag	D1 antagonist	Vif-A3F inh	Vif-APOBEC3G blk	D1 potentiator	Glioma ERSR ind	D1 ag	D2 potentiator	LDHA block
c1ccc(C2=Nc3c(ccc4ccccc34)C(c3ccncc3)=NN2)cc1	-0.7%	-6	0%	-25%	-5	-5%	0	3	1
COc1ccc2c(c1)c(=O)oc1cc(OC(C(=O)O)c3ccccc3)ccc12 (centres undefined)	5.6%	-1	-4%	-10%	0	18%	3	-1	0
Fc1cccc(NC(=S)NCc2ccccc2Cl)c1	1.9%	-25	?	5%	-14	-4%	24	3	-1
CN(CC(=O)NCc1ccc(Cl)cc1)S(=O)(=O)c1ccc2[nH]c3c(c2c1)CCCC3	3.5%	-12	3%	3%	-3	-5%	6	2	4
Cc1nc2ccccc2nc1N/N=C/c1ccc(O)cc1	0.4%	2	2%	-4%	-1	2%	2	-3	-8
COc1ccccc1NC(=O)CSc1nnc(C2CCCCC2)n1-c1ccccc1	0.5%	-6	-3%	-8%	4	-3%	-1	-18	-5
COCCCn1c(=O)c2sccc2n2c(CCCC(=O)Nc3cccc(C(F)(F)F)c3)nnc12	5.4%	-28	8%	-14%	-4	-2%	2	2	-7
Cc1ccc(N2CCN(C(=O)c3cnn(-c4ccc(F)cc4F)c3C3CCN(C(=O)OC(C)(C)C)CC3)CC2)c(C)c1	-0.4%	3	-1%	1%	-6	-2%	4	3	-1
COc1ccc(/C=N/Nc2nnc(-c3ccccc3)c(=O)[nH]2)cc1	1.4%	-3	-11%	?	2	17%	1	-21	-3
CCOC(=O)c1cnn(-c2ccccc2)c1-n1cccc1C(=O)C(=O)Nc1ccc(F)cc1	5.6%	-85*	-1%	-9%	-6	-5%	7	7	-4
O=C(CCN1C(=O)C2C3C=CC(C3)C2C1=O)N1CCN(c2ccc([N+](=O)[O-])cc2)CC1 (centres undefined)	-3.9%	-18	-5%	3%	0	-3%	10	-10	-3
O=C(Nc1c2c(nc3ccccc13)CCCC2)c1cccc([N+](=O)[O-])c1	0.7%	-17	7%	0%	-6	-4%	-1	-4	-5
CCOc1ccc(/C=N/OC(C)C(=O)NCc2ccc3c(c2)OCO3)cc1 (centres undefined)	2.4%	11	1%	-4%	6	-1%	2	/	-2
CN(C)S(=O)(=O)c1ccc(N2CCCC2)c(C(=O)Nc2ccc(Br)cc2F)c1	7.9%	2	-7%	-3%	-2	-3%	1	-1	-10
O=S(=O)(c1ccccc1)c1ccc(NCc2ccco2)cc1	-0.5%	-2	0%	0%	-7	-1%	3	12	0
CC(=O)c1c(C)[nH]c(C(=O)Nc2ccc(N3CCCCCC3)cc2)c1C	/	/	1%	0%	/	-9%	/	/	8
CCCCN(CCCC)CC(O)COc1ccc(Br)cc1 (centres undefined)	2.4%	-10	-10%	0%	-5	-2%	13	-15	-8
CCN(CC(=O)Nc1ccc(NC(C)=O)cc1)C(=O)CCCc1nc2ccccc2c(=O)[nH]1	0.8%	-1	8%	0%	-6	-1%	3	1	-2
O=c1cc(-c2ccc(O)cc2)oc2cc(O)c(C3OC(CO)C(O)C(O)C3O)c(O)c12 (centres undefined)	-0.5%	5	-11%	0%	1	1%	-2	1	-3
O=C1c2cccc3c([N+](=O)[O-])ccc(c23)C(=O)N1c1ccc(Cl)cn1	3.4%	-49*	?	8%	-8	-10%	3	-7	26
COc1ccccc1Cn1c(=S)[nH]c2cc(C(=O)NCCN3CCOCC3)ccc2c1=O	-0.1%	6	-4%	-1%	-1	-4%	11	-3	1
CC1CN(C(=O)CCNC(=O)c2ccc(Cl)cc2)CC(C)O1 (centres undefined)	-0.7%	9	0%	-9%	-9	0%	0	7	1
O=C(Nc1ccc(Br)cc1)/C(=C/c1cccc([N+](=O)[O-])c1)NC(=O)C1CCCCC1	-0.3%	-4	-1%	1%	-1	-2%	1	0	0
COc1ccc(C(=O)Nc2c(N)nc[nH]c2=O)cc1	/	/	2%	0%	/	-1%	/	/	0
CC(C)(CNC(=O)Cc1ccc(NS(=O)(=O)c2cccc(C(F)(F)F)c2)cc1)N1CCOCC1	-0.2%	8	2%	-1%	-7	-4%	0	-8	1
Cc1ccc(CNC(=O)CCCn2c(=O)c3ccccc3n(CC(=O)NC3CCCC3)c2=O)cc1	0.7%	14	-2%	-1%	-8	-4%	-3	-16	-11
OCC1(CCCc2ccccc2)CCN(C2CCC2)CC1	-1.7%	-5	-4%	0%	-4	-2%	0	/	-10
C/C(=N\NC(=O)c1ccc(CN(C)S(=O)(=O)c2ccc(C)cc2)cc1)c1ccc(OC(F)F)cc1	0.3%	-6	2%	-1%	2	-1%	4	10	-14
O=C(NNC(=S)Nc1ccc(Cl)c(Cl)c1)c1ccccn1	-0.3%	-1	-2%	-1%	-2	-4%	5	3	-1
COc1ccc(CN2C(=NC(=O)c3ccccc3)SC3CS(=O)(=O)CC32)cc1OC (centres undefined)	0.3%	-6	4%	0%	0	-5%	9	4	-7
COc1ccc(CCN2CC(C(=O)NCCN3CCOC3=O)CCC2=O)cc1 (centres undefined)	0.6%	-5	-5%	3%	0	-2%	-1	-4	-4
O=C(CCN1C(=O)C2C3C=CC(C4CC34)C2C1=O)OCC(=O)c1ccccc1 (centres undefined)	-0.7%	6	2%	1%	3	-2%	6	2	-1
CCCCn1c(SCC(=O)NCc2ccc(OC)c(C(=O)O)c2)nc2cc(S(N)(=O)=O)ccc21	-1.3%	-4	-18%	-5%	-1	-4%	6	-10	-3
CN(C)c1ccc(O)c2c1CC1CC3[C@@H](N(C)C)C(=O)C(C(N)=O)C(=O)[C@]3(O)C(=O)C1C2=O (some centres undefined)	/	/	1%	1%	/	-2%	/	/	6
CCCN(CC(=O)Nc1ccccc1C)C(=O)c1ccc2[nH]c3c(c2c1)CC(C)CC3 (centres undefined)	0.2%	7	2%	4%	/	-4%	8	3	0
O=C(NC(=S)N1CCc2ccccc21)c1ccccc1Br	0.1%	9	-7%	-15%	2	-2%	1	-9	-2

# Filtered by structure: the entries above with an aryl thioether with sulfur outside any ring.
SMILES	RXFP1 ag	D1 antagonist	Vif-A3F inh	Vif-APOBEC3G blk	D1 potentiator	Glioma ERSR ind	D1 ag	D2 potentiator	LDHA block
COc1ccccc1NC(=O)CSc1nnc(C2CCCCC2)n1-c1ccccc1	0.5%	-6	-3%	-8%	4	-3%	-1	-18	-5
CCCCn1c(SCC(=O)NCc2ccc(OC)c(C(=O)O)c2)nc2cc(S(N)(=O)=O)ccc21	-1.3%	-4	-18%	-5%	-1	-4%	6	-10	-3

# Further records.
SMILES	RXFP1 ag	D1 antagonist	Vif-A3F inh	Vif-APOBEC3G blk	D1 potentiator	Glioma ERSR ind	D1 ag	D2 potentiator	LDHA block
CCOc1cc2[nH]c(=O)n(CCCC(=O)N(C)Cc3ccccc3)c(=O)c2cc1OCC	0.6%	-23	6%	-2%	-8	-9%	2	-2	2
CCOc1ccc(CN2CCN(Cc3cccn3-c3nccs3)CC2CCO)cc1 (centres undefined)	-2.5%	-2	3%	1%	3	-5%	3	-32	-2
CC(C)CCNC(=O)c1ccc(Cl)c(N)c1	0.3%	-16	/	/	-9	/	1	-4	/
CCOC(=O)COc1cc(O)c2c(=O)cc(-c3ccccc3)oc2c1	0.2%	-3	9%	0%	-6	-2%	0	-4	-1&-4
COc1ccc(C(=O)NCN2CCN(c3ccccc3)CC2)cc1OC	0.5%	-7	-9%	-2%	-4	0%	4	-20	-2
Cc1cc(OC(C)C(N)=O)nc(-c2ccccc2)n1 (centres undefined)	0.4%	17	1%	3%	-3	-2%	0	-4	1
CC(C)C(NS(=O)(=O)c1cccc(C(F)(F)F)c1)C(=O)N1CCc2ccccc2C1 (centres undefined)	-1.2%	-2	0%	-4%	0	-4%	4	5	2
S=c1[nH]nc(-c2ccccn2)n1/N=C/c1cccc(Cl)c1	3.1%	-7	?	7%	-5	-4%	2	-5	-2
CC1(C)CC(=S)Nc2ccccc2S1	1.9%	-6	-2%	0%	-4	-4%	-2	-8	-1
COC(=O)Nc1snnc1C	1.5%	10	5%	0%	2	-1%	4	7	-4
COc1ccc2cc(OCC(=O)NNC(=O)Nc3ccc(C(C)=O)cc3)ccc2c1	4.6%	1	3%	1%	0	0%	9	/	-5
CCN1CCN(C(=O)CN2C(=O)COc3ccc(C)cc32)CC1	4.0%	-5	0%	1%	-2	-3%	4	3	-11
CNc1ccccc1C(=O)OCC(=O)Nc1ccc2c(c1)OCO2	2.5%	7	5%	1%	-6	3%	3	-2	1
CCOC(=O)COn1c(=O)c(-c2ccc(OCC)cc2)[n+]([O-])c2ccccc21	5.6%	-20	3%	3%	-8	2%	3	-2	1
Cc1ccc2c(CN3CCN(CCO)CC3)cc(=O)oc2c1C	-0.1%	/	-24%	2%	-2	0%	4	/	9&-7
CC(C)Cn1c(CN2CCN(C(=O)c3ccco3)CC2)nc2c1c(=O)n(C)c(=O)n2C	?	-15	-15%	1%	-2	-5%	4	3	-4
O=C(NN=Cc1ccc([N+](=O)[O-])cc1)C1CC1	/	/	4%	-6%	/	3%	/	/	0
COc1ccccc1C1SCCN1S(=O)(=O)c1ccccc1 (centres undefined)	/	/	-1%	0%	/	-1%	/	/	-13
CCCOC1CCCN(C(=O)c2ccc(OC3CCN(C(=O)COC)CC3)cc2)C1 (centres undefined)	-0.1%	7	-15%	-3%	-3	1%	4	1	0
Cc1cc(C)cc(C(=O)OCC(=O)NC2CCCC2)c1	3.0%	-7	1%	1%	-7	-4%	2	-3	0
CC(=O)NCCc1nc2ccccc2n1CCOc1cccc(C)c1	0.8%	-6	0%	-1%	-2	0%	0	0	-7
